High-throughput results from PubChem BioAssay.
FN deposit inh – inhibitors of fibronectin matrix deposition, primary screen, AH1F cells, Alexa488-fibronectin fluorescence, plate reader. AH1F fibroblasts, overnight. AID 743247, 2014. inhibition, % at 12.6 µM. actives 0.086% (n = 350,000);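 active means mean inhibition across replicates of 30% or more, regardless of how many single replicates reach that level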;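 further: positive control wells lacked labelled fibronectin entirely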
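Material: AH1F fibroblasts assembling fluorescent fibronectin matrix; amount: 10000 AH1F cells/well; medium: DMEM, 2% serum; reagent: Alexa488-fibronectin, 24 nM final in well; dosing: single compound dose, delivered by pin transfer; incubation: 1 h adhesion, overnight exposure; detection: fluorescence after three HBSS washes, excitation 485 nm, emission 525 nm; measure: fibronectin deposition inhibition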
CFTR F508del cor – F508del CFTR correction, initial screen, CFBE line, single point | CFBE cells, YFP halide quenching; stimulated with forskolin plus potentiator P3; % fluorescence drop versus neutral controls | activity (quench increase), % at 7.58 µM | actives 0.36% (n = 350,000);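 active means mean added fluorescence quench of at least 8% versus neutral control, with both replicates also reaching 8%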;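 further: cells transiently co-express mutant CFTR-F508del with the halide-sensitive YFP; corrector assay measuring rescue of mutant channel to the surface after 24 h compound exposure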
PglD DTNB – C. jejuni PglD acetyltransferase inhibitors, primary screen, biochemical, DTNB colorimetric, single point; actives 0.098% (n = 360,000); AID 602405, 2012; UDP-N-acetylbacillosamine N-acetyltransferase PglD (Campylobacter jejuni); inhibition, % at 12.5 µM; purified PglD enzyme, DTNB colorimetric CoA detection; in the data active means inhibition above about 16%, passing the limit was not always enough; further: strong numbers were not always called active
Statin myotox sup – suppressors of statin myotoxicity in C2C12 myotubes, primary screen, cell-based, single point, plate reader | C2C12 myotubes + simvastatin, ATP luminescence, 48 h; scaled: DMSO 0, geranylgeraniol control 100 | rescue of ATP level, % at 7.49 µM | actives 0.78% (n = 330,000) | AID 602340, 2012;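 active means mean ATP rescue above about 67%, or every replicate alone reaching that limit, limit read from the data, passing the limit was not always enough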;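 further: myotubes were challenged with 10 µM simvastatin during compound exposure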
GSIS activator – GLuc luminescence reporter in INS-1E cells, primary screen for activators of glucose-dependent secretion of insulin; INS-1E GLuc reporter insulin secretion, 2-3 h; activation, % at 16.6 µM; actives 0.61% (n = 370,000); AID 743287, 2014;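 active means lowest replicate activation of at least 40%, so every replicate reaches that level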;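 further: 0% = median of neutral control wells and 100% = median of IBMX positive control wells; some compounds called inactive have numbers as strong as hits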
Cneo AK release – Cryptococcus neoformans cell lysis inducers, primary screen, AK release luminescence, single concentration | actives 0.2% (n = 360,000) | C. neoformans lysis, adenylate kinase release luminescence, 4 h; normalised: neutral wells 0, clomiphene wells 100 | lysis activity, % at 15 µM;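 active means mean lysis activity across replicates of at least 80%, whatever share of replicates individually reach that level; inactive means mean lysis activity below 80%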
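Material – Cryptococcus neoformans yeast cells · Quantity – 5 × 10^6 yeast cells/mL · Buffer or medium – YPD medium · Compound – single dose · Timing – 4 h static compound exposure, 37 °C, read 1 h post-reagent · Signal – adenylate kinase release luminescence · Read-out basis – lysis from increased AK signal · Benchmarks – Clomiphene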
miR-122 sensor – miR-122 Renilla sensor signal increase in Huh7, primary screen, miR-122 inhibitor project, cell-based, single point, plate reader; actives 0.3% (n = 340,000); AID 602342, 2012; activation (reporter increase), % at 12.5 µM; Huh7 miR-122 Renilla luciferase sensor, 48 h; neutral wells = 0, positive control = 100;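 active means mean replicate activation score at least 90 and every replicate individually at or above 90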;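 further: higher luciferase means less miR-122 activity so hits act as miR-122 inhibitors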
PGC1a acetyl inh – inhibitors of PGC1a acetylation signal, primary screen, cell-based, U2OS, AlphaScreen, inhibitor mode; AlphaScreen anti-acetyl-lysine; with virally co-expressed GCN5 acetyltransferase; inhibition, % at 15.6 µM; actives 0.17% (n = 350,000); AID 651687, 2012;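 active means every replicate shows inhibition of at least 40%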;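 further: 0% = neutral control wells and 100% = positive control wells; some results beyond the cut were filed as inactive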
An asterisk follows results filed as active; · = no result given; & = joins results of further samples; [ ] = dose if it differs, or a comment. Rows were taken by chance; 2.1% or so of the library scored in one or more.

cpd	SMILES	FN deposit inh	CFTR F508del cor	PglD DTNB	Statin myotox sup	GSIS activator	Cneo AK release	miR-122 sensor	PGC1a acetyl inh
1	O=C(NCc1ccccn1)C1CC(c2ccccc2Cl)=NO1 (stereo not given)	·	-4.6	-1	3	3	0	7	-3
2	COc1ccc(CCN2C(=O)NC(NC(=O)CCc3ccccc3)(C(F)(F)F)C2=O)cc1OC (stereo not given)	3	·	11	·	-17	3	9	-3
3	CN1CCN(C(=O)c2cccc(-c3ccc4nccn4c3)c2)CC1	·	1.7	4	-1	3	0	-5	·
4	CCCCN1C(=O)C(CC(=O)NCc2cccc3ccccc23)CC(C(=O)N2CCOCC2)=C1C (stereo not given)	2	0.6	2	-9	7	4	7	-5
5	COc1ccc(F)cc1-c1cc(C(=O)NCc2ccc(C(F)(F)F)cc2)[nH]n1	-4	-1.2	2	9	-1	0	-12	1
6	CC(C)NC(=O)N(C)C[C@H]1OCc2cnnn2CCCC(=O)N([C@H](C)CO)C[C@H]1C	-3&-5	2.7&-0.5&2.0	-8&0&-4	0&-4&-5	12&-4	5&-2&-14	-5	5&-13&3
7	Cc1nc(-c2cccc(NC(=O)c3ccco3)c2)cs1	·	0.4	-6	-15	-1	0	-5	·
8	COC(=O)/C(=C/Nc1ccc(O)cc1)[N+](=O)[O-]	-1	·	1	·	19	7	-5	-7
9	Cc1ccc[n+](CC(=O)c2ccc(-c3ccccc3)cc2)c1	7	·	-3	·	-11	0	-3	-1
10	O=C1c2ccccc2C(Nc2ccc3c(c2)OCCO3)N1c1ccccn1 (stereo not given)	-1	-0.7	-1	23	5	1	4	-9
11	CC(=O)C1=C(c2ccccc2)NC(=O)NC1c1ccccc1OCC#N (stereo not given)	·	4.0	2	-36	7	-2	13	3
12	COc1cccc(-c2noc(CCC(=O)NC3CCCCC3)n2)c1	·	·	-1	10	0	0	-2	-21
13	COc1ccc(NC(=O)N(C)C[C@H]2OCCCC[C@@H](C)Oc3ccc(NC(=O)Cc4ccccc4)cc3C(=O)N([C@@H](C)CO)C[C@H]2C)cc1	·	-0.2	0	·	-18	-1	-1[16.7 µM]	6
14	CC(C)c1nnc(NC(=O)Cc2cccs2)s1	-2	-2.1	-3	4	-13	-1	-2	20
15	C[C@@H]1CCCCO[C@H](CN(C)S(C)(=O)=O)[C@@H](C)CN([C@@H](C)CO)C(=O)c2cc(NC(=O)Nc3ccc4c(c3)OCO4)ccc2O1	·	-0.9	-3	·	-7	0	6[16.7 µM]	6
16	O=S(=O)(Nc1ccc(-c2cn3ccsc3n2)cc1)c1ccc2c(c1)OCCO2	0	·	5	4	·	-1	50	0
17	C[C@@H]1CN([C@H](C)CO)S(=O)(=O)c2ccc(C#Cc3ccncc3)cc2O[C@H]1CN(C)C(=O)C1CCCCC1	·	1.4	-3	-54	-24	1	52[16.7 µM]	-21
18	Cc1ccc([C@H]2C[C@@H](O)[C@H](n3cc(COC(=O)c4ccccc4)nn3)CN2C(=O)c2cccs2)cc1	-15	1.8	-3	4	-39	0	0	5
19	O=C(N/C(=C/c1ccccc1)C(=O)N1CCCCC1)c1ccco1	-3	-1.9	0	2	·	1	·	-1
20	O=C(NNC(=O)c1ccccc1Br)c1cccs1	-3	0.6	-2	3	-1	0	-1	2
21	CCOc1ccc(/C=N/OCC(=O)Nc2ccc3c(c2)OCO3)cc1	2	-3.8	-11	4	-24	-2	1	·
22	N#Cc1c(-c2ccc(Cl)cc2)c2c([nH]c1=O)-c1ccccc1OC2	8	4.2	-6	12	-2	2	5	3
23	Cc1cc(C)n2nc(CC(=O)NNC(=O)COc3ccccc3)nc2n1	-3	-2.7	-2	0	27	-2	1	-1
24	CCCOC(=O)Nc1cccc(C(C)=O)c1	4	·	1	·	·	-2	5	1
25	CN(C)CCCn1c(=S)[nH]c2ccccc2c1=O	14	-0.6	-5	3	-6	1	2	3
26	O=C(C[C@@H]1CC[C@H]2[C@@H](COC[C@@H](O)CN2C(=O)c2ccccc2F)O1)NCc1ccc(F)cc1	-4	-1.0	4	-1	24	-4	3[16.7 µM]	-3
27	C[C@@H]1CN([C@H](C)CO)C(=O)c2cc(NC(=O)C3CCCCC3)ccc2O[C@@H](C)CCCCO[C@H]1CN(C)C(=O)Nc1ccc(C(F)(F)F)cc1	·	-1.4	-2	-102	-4	2	-9[16.7 µM]	7
28	O=C(COC(=O)c1cnc(Cl)c(Cl)c1)NCc1ccc2c(c1)OCO2	8	-1.0	-5	·	-11	0	-12	·
29	CNC(=O)C[C@H]1CC[C@@H]2[C@@H](COc3ccc(NC(=O)Nc4ccc(F)c(F)c4)cc3C(=O)N2C)O1	·	-3.1	-4	11	-1	-6	8[16.7 µM]	2
30	CCCN=C1N(CC)C[C@@H]2[C@@H]3C(=O)N(C)C(=O)[C@@H]3[C@](CC)(C(=O)OC)N12	4	-3.2	-2	30	-2	3	1	8
31	COc1ccc(S(N)(=O)=O)cc1-c1nnc2c3ccccc3c(C)nn12	1	1.7	-1	-1	1	-14	1	12
32	O=C(Nc1ccc(Oc2ccc3ccccc3c2)cc1)c1ccco1	-5	·	6	4	·	9	2	-6
33	N#C/C(=C\c1ccc(OCc2ccc(Cl)cc2)cc1)C(=O)Nc1cccc(C(=O)O)c1	-9	-0.9	2	·	-23	-1	-1	1
34	O=C(NCc1ccc(Cl)cc1)c1ccc(CSc2nc3ccncc3[nH]2)cc1	4	-5.1	-1	9	-4	-2	8	-2
35	COc1ccccc1NC(=O)CN1CCN(Cc2ccccc2)CC1	1	·	-3	-1	·	-5	-22	·
36	COc1ccc(NC(=O)N2Cc3ccccc3CC2C(=O)NC(C)(C)C)cc1 (stereo not given)	·	·	3	6	·	1	-6	-5
37	Cc1ccc(C(C)C)c(OCCOCCN2CCNCC2)c1	-3	-0.7	0	·	-40	-1	0	-14
38	Cc1ccc(S(=O)(=O)N2CCCCC2c2cccnc2)c(C)c1C (stereo not given)	9	1.7	·	·	-16	·	·	-18
39	CCOc1ccc(NC(=O)C2CCCN(S(=O)(=O)c3c(C)noc3C)C2)cc1 (stereo not given)	-5	-0.3	-1	-5	-3	1	2	14
40	C[C@@H]1CN([C@@H](C)CO)S(=O)(=O)c2ccc(C#Cc3ccccn3)cc2O[C@H]1CN(C)Cc1ccc(F)cc1	·	-0.3	-8	-52	9	-7	-2[16.7 µM]	-3
41	CCC(C)N(C(=O)COC(=O)CSc1ccc(C)c(C)c1)C1CCS(=O)(=O)C1 (stereo not given)	2	-1.4	2	0	-1	-2	·	·
42	Fc1cccc(Cl)c1CNC(c1ccccc1)c1ccccc1	·	-3.4	-5	-4	-2	-3	2	·
43	Cc1nn2c(nc1=O)NNC2(C)C(C)(C)C (stereo not given)	6	-2.0	·	·	17	·	·	-1
44	CC12CCC(C(=O)N3CCc4ccccc43)(CC1=O)C2(C)C (stereo not given)	7	·	2	·	·	-1	-6	4
45	C[C@@H]1CN([C@H](C)CO)S(=O)(=O)c2ccc(C#CCN(C)C)cc2O[C@@H]1CN(C)C(=O)CC1CC1	·	2.5	1	-2	11	-2	-7[16.7 µM]	1
46	COc1ccccc1CNC(=S)NC1CCCC1	-1	0.9	-7	·	27	0	-3	·
47	C#CCOC(=O)C(NC(=O)c1ccccc1)=C1CCCCC1	·	·	-4	-7	·	6	0	-6
48	CCOC(=O)CCCCCC(=O)Nc1ccc2c(c1)C(=O)N([C@@H](C)CO)C[C@@H](C)[C@H](CN(C)S(=O)(=O)c1cccs1)OCCCC[C@H](C)O2	1	-0.5	2	2	1	0	3	·
49	CCCC(=O)N1C[C@H]2[C@@H](c3ccccc31)[C@@H](CO)N2C(=O)Nc1ccccc1	·	-1.7	2	4	-5	-7	29[16.7 µM]	-7
50	Cc1cc(C)cc(C(=O)NN2CCOCC2)c1	-6	-2.5	-8	·	-2	2	5	3

Excerpt, nos. 48 to 50
cpd	SMILES	FN deposit inh	CFTR F508del cor	PglD DTNB	Statin myotox sup	GSIS activator	Cneo AK release	miR-122 sensor	PGC1a acetyl inh
48	CCOC(=O)CCCCCC(=O)Nc1ccc2c(c1)C(=O)N([C@@H](C)CO)C[C@@H](C)[C@H](CN(C)S(=O)(=O)c1cccs1)OCCCC[C@H](C)O2	1	-0.5	2	2	1	0	3	·
49	CCCC(=O)N1C[C@H]2[C@@H](c3ccccc31)[C@@H](CO)N2C(=O)Nc1ccccc1	·	-1.7	2	4	-5	-7	29[16.7 µM]	-7
50	Cc1cc(C)cc(C(=O)NN2CCOCC2)c1	-6	-2.5	-8	·	-2	2	5	3

Next section
cpd	SMILES	FN deposit inh	CFTR F508del cor	PglD DTNB	Statin myotox sup	GSIS activator	Cneo AK release	miR-122 sensor	PGC1a acetyl inh
51	O=C(Nc1ccccc1F)c1csc([C@@H]2C[C@H](O)[C@@H](CO)O2)n1	-1	1.2	-3	-4	8	-8	·	·
52	COc1ccc(S(=O)(=O)Nc2ccc3c(c2)[C@@H]2C[C@@H](CC(=O)N(C)C)O[C@@H](CO)[C@@H]2O3)cc1	2	-1.0	2	7	12	-1	4[16.7 µM]	-6
53	C[C@H](CO)N1C[C@H](C)[C@@H](CN(C)Cc2ccc(Cl)c(Cl)c2)Oc2c(NC(=O)Nc3ccc(F)cc3)cccc2C1=O	·	0.7	-3	30	-28	-3	31[16.7 µM]	-6
54	C[C@H](CO)N1C[C@H](C)[C@H](CN(C)C(=O)CCN(C)C)OCc2ccccc2-c2c(n(C)c3ccccc23)C1=O	9	0.8	5	-9	-2	55	·	-17
55	CCCSc1nc2sc3c(c2c(=O)n1-c1ccc(OC)cc1)CCN(C)C3	-16	2.7	-1	-7	9	0	-2	-5
56	COC(=O)c1ccc(CSc2nnc(-c3ccc4c(c3)OCO4)n2-c2ccccc2)o1	-6	·	-7	·	15	1	-2	-6
57	O=C(CSc1nnc(N2CCCC2)n1-c1cccc(Cl)c1)N1CCN(c2ccccn2)CC1	-3	4.0	4	1	-20	15	-16	·
58	CC(=O)c1ccc(S(=O)(=O)N2CCN(c3nc(-c4cccnc4)nc4ccccc34)CC2)cc1	-2	-0.9	1	3	13	0	-12	4
59	C[C@H]1CN([C@@H](C)CO)C(=O)c2cc(C3=CCCC3)cnc2O[C@H]1CN(C)C(=O)c1cccnc1	·	0.8	0	33	10	-1	-15[16.7 µM]	12
60	C[C@@H]1CN([C@H](C)CO)C(=O)c2cc(C#CC3CCCC3)cnc2O[C@H]1CN(C)C(=O)Cc1ccccn1	·	4.4	5	25	-7	54	-10[16.7 µM]	3
61	CCOc1ccc(NS(=O)(=O)c2cc(NC(=O)C3CC3)ccc2C)cc1Br	-3	-3.8	-1	-4	-17	-1	140*	-4
62	COc1ccc(CN2CCNC(=O)C2CC(=O)N(C)Cc2ccccn2)cc1OC (stereo not given)	-5	1.2	·	-2	-9	·	4	2
63	COc1cc2c(cc1OC)CN(C(=O)CN1C(=O)NC3(CCCCC3C)C1=O)CC2 (stereo not given)	-4	-1.7	-1	9	-4	2	2	-8
